# Bioassay records (PubChem BioAssay)
# OXTR agonist = human OXTR agonism; activation, % at 3 µM; hit rate 0.32% among 320,000; CHO-OTR cells, Fluo-8 calcium fluorescence; normalized: DMSO 0%, oxytocin 100%; P30559;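 active = activation above the mean of all tested compounds plus 3 SD, cutoff set per screening run, cut at about 20% in these data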;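 note: peak over basal fluorescence ratio from a 100 s FLIPR kinetic read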
# Target sequence (P30559 whole entry, looked up): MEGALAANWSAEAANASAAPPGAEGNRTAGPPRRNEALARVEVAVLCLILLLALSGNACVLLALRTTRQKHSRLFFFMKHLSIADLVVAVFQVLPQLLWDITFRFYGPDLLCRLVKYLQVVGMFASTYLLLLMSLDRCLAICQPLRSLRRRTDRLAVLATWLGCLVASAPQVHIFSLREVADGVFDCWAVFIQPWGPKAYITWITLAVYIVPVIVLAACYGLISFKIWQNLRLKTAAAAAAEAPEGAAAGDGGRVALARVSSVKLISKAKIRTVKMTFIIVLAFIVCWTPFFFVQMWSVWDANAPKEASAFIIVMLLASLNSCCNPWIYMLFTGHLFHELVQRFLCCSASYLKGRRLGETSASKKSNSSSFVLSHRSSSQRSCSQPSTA
# MEKK2mut PB1 HTS = signal of MEK5 binding to mutant human MEKK2 PB1 domain. bead flow cytometry, Alexa488-MEK5 binding to MEKK2 mutant. percent response, % at 10 µM. hit rate 0.35% among 290,000. AID 1530; in the data active = percent response above about 24%, passing the limit was not always enough; note: inactives centre near 1; some results filed as inactive read as strong as hits
# V1aR counter = activates human V1a receptor in oxytocin agonist counter-screen. activation, % at 3 µM. P37288. hit rate 0.25% among 320,000. CHO-V1R cells, Fluo-8 calcium fluorescence, agonist mode; 0% DMSO, 100% 3 nM vasopressin;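 active = activation above the mean activation of all tested compounds plus 3 SD, per screening run, cut at about 20% in these data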;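 note: signal is peak over basal fluorescence ratio across a 100 second FLIPR read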
# NALP1 inh = inhibitors of NALP1 inflammasome in yeast; inhibition, % at 10 µM; S. cerevisiae NALP1/ASC/caspase-1 growth, X-gal OD620, 72 h; AID 2071; hit rate 0.61% among 280,000; in the data active = inhibition mostly above about 24%, no sharp cut-off; inactive = mostly below about 32%; note: some compounds called inactive have numbers as strong as hits
# OXTR potentiate = potentiators of human oxytocin receptor | hit rate 0.061% among 320,000 | AID 2445 | activation, % at 3 µM | CHO-OTR cells, Fluo-8 calcium fluorescence, potentiator mode; 0% = oxytocin EC15, 100% = EC100 | P30559;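 active = activation above that plate's cutoff, the mean activation of tested compounds plus 3 SD, cut at about 6.6% in these data, passing the limit was not always enough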;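 note: 100% uses oxytocin at 75 nM as the full agonist control; some results filed as inactive read as strong as hits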
#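 System: human OTR in CHO cells; Also added: sub-maximal oxytocin, roughly EC15; Timing: compound 6 min at room temperature before oxytocin, 100 s read; Technique: Fluo-8 intracellular calcium fluorescence, ex 470-495, em 515-575 nm; Controls: oxytocin EC15 low and EC100 high; Replication: singlicate.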
# GalR3 antagonist = blocks the human galanin receptor 3 | hit rate 0.44% among 360,000 | O60755 | HEK293 GalR3-CNG cAMP membrane potential fluorescence; galR3 body fused to GalR1 C-terminus | inhibition, % at 3 µM;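 active = inhibition above the screen-wide average plus 3 SD, cut at about 13% in these data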;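 note: forskolin and galanin both at EC90 stimulate the cells; cAMP rise reported by CNG channel membrane potential dye signal; 0% = forskolin plus galanin with DMSO and 100% = forskolin alone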
# Target sequence (O60755 1-299 limits assumed): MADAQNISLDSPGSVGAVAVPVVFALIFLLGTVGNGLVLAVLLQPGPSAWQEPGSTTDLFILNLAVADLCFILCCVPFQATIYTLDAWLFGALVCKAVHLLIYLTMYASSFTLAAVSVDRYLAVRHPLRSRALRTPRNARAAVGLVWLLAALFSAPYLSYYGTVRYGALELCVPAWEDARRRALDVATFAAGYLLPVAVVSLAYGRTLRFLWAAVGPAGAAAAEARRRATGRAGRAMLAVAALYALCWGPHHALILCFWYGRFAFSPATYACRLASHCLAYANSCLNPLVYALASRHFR
# GPR7 antag = blocks human GPR7 receptor signaling; P48145; GPR7-expressing cells, fluorescence antagonist assay; inhibition, % at 4.4 µM; hit rate 1.1% among 290,000; AID 1861; in the data active = inhibition above about 16%, passing the limit was not always enough;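 note: cells stimulated with the agonist NPW; 0% = agonist with vehicle and 100% = vehicle without agonist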
# Target sequence (P48145 whole entry, looked up): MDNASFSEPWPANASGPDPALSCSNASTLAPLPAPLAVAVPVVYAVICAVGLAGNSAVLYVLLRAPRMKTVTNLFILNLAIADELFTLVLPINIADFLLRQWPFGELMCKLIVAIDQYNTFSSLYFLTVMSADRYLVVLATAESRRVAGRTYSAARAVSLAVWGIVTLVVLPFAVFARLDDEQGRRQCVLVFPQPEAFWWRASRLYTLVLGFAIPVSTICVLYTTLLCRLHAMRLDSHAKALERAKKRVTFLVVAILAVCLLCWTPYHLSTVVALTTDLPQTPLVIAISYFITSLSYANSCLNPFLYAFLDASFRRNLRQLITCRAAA
# MEKK2 WT-MEK5 = raises or lowers MEK5 binding to wildtype human MEKK2 PB1 domain; binding response (% of control), % at 10 µM; hit rate 1.1% among 290,000; AID 1531; Q9Y2U5; bead flow cytometry, Alexa488-MEK5 binding to MEKK2 WT; actives lie on both sides; in the data active = binding response below about 67% or above about 130%
# M18AAP inhibitor = blocks P. falciparum M18 aspartyl aminopeptidase. recombinant PfM18AAP, H-Glu-NHMec fluorogenic cleavage. inhibition, % at 7.35 µM. hit rate 1.2% among 290,000. AID 1822;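 active = inhibition above the campaign mean inhibition over all tested compounds plus 3 SD, cut at about 28% in these data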;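 note: 0% = plate median of test compound wells and 100% = 2 mM ZnCl2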
# * = called active by the depositor; i = inactive; / = no result given.
SMILES,OXTR agonist,MEKK2mut PB1 HTS,V1aR counter,NALP1 inh,OXTR potentiate,GalR3 antagonist,GPR7 antag,MEKK2 WT-MEK5,M18AAP inhibitor
C=CCn1c(SCC(=O)Nc2sccc2C(N)=O)nc2ccccc2c1=O,1.8,-1,3.7,-3,-19,-4,-16,99,3
Cc1ccc(S(=O)(=O)N2CCCOC2CNC(=O)C(=O)NCc2ccco2)cc1 (configuration not stated),-0.6,2,-0.4,25,3,2,-8,100,3
O=C(NCc1ccco1)c1cccc2c1C(=O)c1ccc(N3CCCC3)cc1S2(=O)=O,6.8,/,5.9,/,2,3,/,/,/
Cc1nn(C)c(C)c1NC(=O)CCSc1nc(-c2ccco2)cc(C(F)(F)F)n1,2.0,4,2.1,17,-6,-5,-7,103,0
COC(=O)c1sc(S(=O)(=O)N2CCCCC2)c(C(=O)OC)c1C,-1.6,0,-1.8,10,8,-4,9,97,5
O=C(CCn1c(=O)[nH]c2ccccc2c1=O)N1CCN(c2ccc(Cl)cc2)CC1,-1.1,0,0.3,-20,-13,0,-9,98,-14
NS(=O)(=O)c1ccc(CNC(=O)Cc2cccs2)cc1,0.6,2,0.9,17,-10,-4,-8,100,-1
CCCCN1C2CCCC1CC(NC(=O)C1CCCCC1)C2 (configuration not stated),0.4,3,-0.7,4,-2,-2,-11,104,-1
COc1ccc(OC)c(-c2nc(C(=O)NCC3CCCO3)cc3c2[nH]c2ccccc23)c1 (configuration not stated),-0.2,-1,-0.6,18,-3,-10,-2,104,-2
COc1ccc(NC(=O)N2CCC(CO)(CC3CCCCO3)CC2)c(OC)c1 (configuration not stated),-0.8,-1,0.2,i,-9,-5,0,102,0
CCCCn1c(N)c(C(=S)NC(=O)CC(C)(C)C)c(=O)n(C)c1=O,-0.8,-2,0.0,11,-1,2,-6,99,-3
Cc1cccc(C(=O)NC(=S)Nc2ccccc2C(=O)O)c1,-0.5,6,-0.4,-6,-6,-3,-24,103,4
CCCCCn1c(=O)[nH]c2cc(C(=O)NCc3ccco3)ccc2c1=O,-0.3,0,0.2,8,-11,0,-8,102,6
O=C(NCCc1c[nH]c2ccccc12)c1ccc(F)cc1F,-0.6,3,-0.2,18,-14,-10,1,100,-1
O=C(CNC1CCCCCC1)Nc1ccccc1N1CCOCC1,-0.9,-3,-1.5,0,-15,-5,13,98,3
COC(=O)c1[nH]c(C)c(/C(O)=C2\C(=O)C(=O)N(CCN(C)C)C2c2cccs2)c1C (configuration not stated),0.2,0,0.7,0,1,-4,9,100,2
CN1CCC(=O)N([C@H](CSc2ccccc2)Cc2ccccc2)CC1,0.8,7,0.7,14,-8,-5,0,98,-2
O=C(C1CCCCC1)N1CCCn2c1nc1ccccc12,-2.1,-17,-1.4,11,-11,-4,-9,81,-2
Cc1ccc(CS(=O)Cc2ccc(C(=O)N3CCOCC3)o2)cc1 (configuration not stated),0.8,-2,0.0,7,2,2,-7,99,0
CCCCN(C(=O)c1ccc(Cl)c([N+](=O)[O-])c1)c1c(N)n(CCC)c(=O)[nH]c1=O,-0.8,-2,-0.4,21,-17,1,9,100,-2
COC(=O)CSc1nc2sc3c(c2c(=O)n1C1CCCCC1)CCN(C)C3,-1.5,/,-0.7,-3,-3,/,-8,/,13
CCOc1ccc(N(CC(=O)NCCc2ccccc2)S(=O)(=O)c2ccccc2)cc1,-0.9,-1,0.7,9,-8,-10,-5,104,-3
N#Cc1c(/N=C/c2ccco2)oc(-c2ccccc2)c1-c1ccccc1,-0.9,/,0.3,-21,-7,-2,0,/,0
CC(=O)N1N=C(c2cccc(Br)c2)OC12CCCC2,0.8,6,-0.4,2,0,-4,-19,106,3
CCCCC(=O)Nc1ccccc1N1CCN(c2ccc(F)cc2)CC1,-1.8,15,-0.1,3,1,-4,16,105,-1
CCc1ccccc1OCc1nnc(N)s1,-0.1,21,0.7,12,-10,0,1,114,-1
Cc1cc(C)cc(NC(=O)c2ccc(NC(=O)c3ccco3)cc2)c1,-1.8,3,1.6,3,-6,-3,-7,97,-4
Cc1cc(C)cc(N(CC(=O)NCCSCc2ccccc2)S(C)(=O)=O)c1,-0.4,-2,-0.4,11,-9,-2,4,89,-15
Nc1c(NCCCN2CCOCC2)c2ccccc2oc1=O,1.3,12,-0.6,3,1,/,-3,105,6
CC(=O)C[C@@H](O)CC(=O)[C@@H]1OC(=O)CCCCC/C=C/Cc2ccccc21,-0.6,/,-0.3,/,-7,-2,/,/,/
CCOC(=O)c1c(C)c(C(=O)NCC2CCCO2)c(C)n1CC (configuration not stated),0.0,4,-0.4,21,-4,/,-6,101,-1
N#Cc1c(C#N)c(-c2ccccc2)n(-c2ccc(C(=O)O)cc2)c1N,-0.8,13,0.5,14,-14,0,-5,105,-2
CNC(=O)N(O)C1N(/N=C/c2ccc(N(C)C)cc2)C(=S)SC1(C)C (configuration not stated),0.8,7,1.8,-4,-6,-9,-1,106,13
NC(=O)c1ccc(Sc2nnc(-c3cccs3)n2CC2CCCO2)c([N+](=O)[O-])c1 (configuration not stated),0.7,0,-0.5,18,2,-1,-14,111,-2
COCCN(Cc1ccccc1)C(=O)c1ccc2c(=O)n3c(nc2c1)CCC3,-0.3,/,0.8,/,-1,-3,/,/,/
Cc1ccc(S(=O)(=O)C(C#N)c2nc3ccccc3nc2N2CCN(C)CC2)cc1C (configuration not stated),0.4,-17,0.7,25,0,-7,5,87,1
Cc1nc2nc(NCc3cccs3)nn2c(C)c1Cl,0.3,3,-0.2,3,4,3,-3,100,8
O=C(CSc1nnc(-c2ccccc2O)o1)N1CCCCC1,1.8,0,0.4,-6,2,-8,-9,99,7
CCOc1cc(/C=C2\CCCC(C(=O)C(F)(F)F)=C2O)ccc1O,1.1,-4,0.9,-16,1,-1,-13,90,0
Cc1nn(C)c(C(=O)NN)c1Cl,-0.6,0,0.8,4,-4,-9,5,110,-4

# Ordered by length of the SMILES (falling): 3 of the compounds above.
SMILES,OXTR agonist,MEKK2mut PB1 HTS,V1aR counter,NALP1 inh,OXTR potentiate,GalR3 antagonist,GPR7 antag,MEKK2 WT-MEK5,M18AAP inhibitor
NC(=O)c1ccc(Sc2nnc(-c3cccs3)n2CC2CCCO2)c([N+](=O)[O-])c1 (configuration not stated),0.7,0,-0.5,18,2,-1,-14,111,-2
CCOC(=O)c1c(C)c(C(=O)NCC2CCCO2)c(C)n1CC (configuration not stated),0.0,4,-0.4,21,-4,/,-6,101,-1
O=C(CSc1nnc(-c2ccccc2O)o1)N1CCCCC1,1.8,0,0.4,-6,2,-8,-9,99,7

# Already shown: entries from further up.
SMILES,OXTR agonist,MEKK2mut PB1 HTS,V1aR counter,NALP1 inh,OXTR potentiate,GalR3 antagonist,GPR7 antag,MEKK2 WT-MEK5,M18AAP inhibitor
N#Cc1c(/N=C/c2ccco2)oc(-c2ccccc2)c1-c1ccccc1,-0.9,/,0.3,-21,-7,-2,0,/,0
CC(=O)N1N=C(c2cccc(Br)c2)OC12CCCC2,0.8,6,-0.4,2,0,-4,-19,106,3
CCCCC(=O)Nc1ccccc1N1CCN(c2ccc(F)cc2)CC1,-1.8,15,-0.1,3,1,-4,16,105,-1
CCc1ccccc1OCc1nnc(N)s1,-0.1,21,0.7,12,-10,0,1,114,-1
Cc1cc(C)cc(NC(=O)c2ccc(NC(=O)c3ccco3)cc2)c1,-1.8,3,1.6,3,-6,-3,-7,97,-4
Cc1cc(C)cc(N(CC(=O)NCCSCc2ccccc2)S(C)(=O)=O)c1,-0.4,-2,-0.4,11,-9,-2,4,89,-15
Nc1c(NCCCN2CCOCC2)c2ccccc2oc1=O,1.3,12,-0.6,3,1,/,-3,105,6
CC(=O)C[C@@H](O)CC(=O)[C@@H]1OC(=O)CCCCC/C=C/Cc2ccccc21,-0.6,/,-0.3,/,-7,-2,/,/,/
CCOC(=O)c1c(C)c(C(=O)NCC2CCCO2)c(C)n1CC (configuration not stated),0.0,4,-0.4,21,-4,/,-6,101,-1
N#Cc1c(C#N)c(-c2ccccc2)n(-c2ccc(C(=O)O)cc2)c1N,-0.8,13,0.5,14,-14,0,-5,105,-2
CNC(=O)N(O)C1N(/N=C/c2ccc(N(C)C)cc2)C(=S)SC1(C)C (configuration not stated),0.8,7,1.8,-4,-6,-9,-1,106,13
NC(=O)c1ccc(Sc2nnc(-c3cccs3)n2CC2CCCO2)c([N+](=O)[O-])c1 (configuration not stated),0.7,0,-0.5,18,2,-1,-14,111,-2
COCCN(Cc1ccccc1)C(=O)c1ccc2c(=O)n3c(nc2c1)CCC3,-0.3,/,0.8,/,-1,-3,/,/,/
Cc1ccc(S(=O)(=O)C(C#N)c2nc3ccccc3nc2N2CCN(C)CC2)cc1C (configuration not stated),0.4,-17,0.7,25,0,-7,5,87,1
Cc1nc2nc(NCc3cccs3)nn2c(C)c1Cl,0.3,3,-0.2,3,4,3,-3,100,8
O=C(CSc1nnc(-c2ccccc2O)o1)N1CCCCC1,1.8,0,0.4,-6,2,-8,-9,99,7
CCOc1cc(/C=C2\CCCC(C(=O)C(F)(F)F)=C2O)ccc1O,1.1,-4,0.9,-16,1,-1,-13,90,0
Cc1nn(C)c(C(=O)NN)c1Cl,-0.6,0,0.8,4,-4,-9,5,110,-4

# (next part)
SMILES,OXTR agonist,MEKK2mut PB1 HTS,V1aR counter,NALP1 inh,OXTR potentiate,GalR3 antagonist,GPR7 antag,MEKK2 WT-MEK5,M18AAP inhibitor
Cc1ccccc1C(=O)NC(=S)Nc1ccc(S(=O)(=O)N(C)c2ccccc2)cc1,-0.8,-1,0.6,4,-10,-3,-9,99,-4
Fc1ccc2nc3c(nc2c1)CCCC3,0.7,10,1.2,9,1,4,-6,109,4
Cc1cc(C)n(CCCC(=O)O)n1,-0.4,-10,1.2,18,-4,-2,5,99,3
CCNc1nc(NC(C)C)nc(N(C#N)CCOc2ccc(Cl)cc2Cl)n1,-0.6,-5,-0.1,0,-3,-4,-7,98,4
C=CCn1c(SCC(=O)Nc2ccc3c(c2)OCO3)nc2ccccc2c1=O,-1.9,10,-2.1,29,-1,-2,2,108,0
O=C(O)CSc1nnc(-c2ccc(S(=O)(=O)N3CCCC3)cc2)n1Cc1ccco1,-1.1,8,-0.4,-4,-8,-4,2,102,-12
COc1cc2c(cc1OC)C(C(=O)Nc1ccccc1N1CCN(C)CC1)C1c3ccccc3CCN1C2=O (configuration not stated),0.3,-1,0.6,-7,-14,5,-5,104,6
C[C@H](NC(=O)c1nc[nH]c1C(=O)N(C)Cc1ccccc1)c1ccccc1,-1.3,/,0.0,/,-4,-11,/,/,/
O=C(NCCc1ccccc1)c1cc(=O)[nH]c2ccccc12,0.2,-11,1.1,4,2,-4,4,79,-1
COc1ccccc1OCCNC(=O)C1CC(=O)N(c2ccc3c(c2)OCCO3)C1 (configuration not stated),-1.9,/,-1.0,/,-9,2,/,/,/
CCC(C)NC(=O)CNC(=O)c1nn(-c2ccc(OC)cc2OC)c(=O)c2ccccc12 (configuration not stated),0.0,1,0.3,21,-9,-6,21,98,-8
O=C1CN(C(=O)CSc2nnnn2C2CC2)c2ccccc2N1,0.7,/,0.2,/,-5,-6,/,/,/
COc1ccccc1/C=C1/SC(=S)N(CCC(=O)Nc2cccnc2)C1=O,0.0,2,2.0,18,-16,0,-9,99,7
CC(C)c1ccc(/C=C2\SC(=S)N(CCC(=O)N3CCCCC3CCO)C2=O)cc1 (configuration not stated),-0.7,4,1.3,3,-7,-10,-15,109,1
